Compound activity as filed in PubChem BioAssay.
GRP78 ERSR act – qHTS for Inducers of the Endoplasmic Reticulum Stress Response (ERSR) in Human Glioma: qHTS; U87-MG GRP78 promoter luciferase reporter, 16 h; Potency, µM, inactives show top-dose activation, usual class: activators; AID 602332, 2012; 420,000 compounds, 0.02% hits; further: potency means the concentration at half of the fitted maximal effect; series mostly up to about 76 µM; % of control where 0% means no effect; nearly all actives have a fitted effect of over 35% in size
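Stably transfected U87-MG human glioma cells carrying a GRP78-based luminescent sensor were seeded at 1000 cells/well, pin-dosed with compounds and incubated 16 h. Luciferase reagent was then added, and end-point luminescence was read after 10 min at room temperature.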
D1 ag – Allosteric Agonists of the Human D1 Dopamine Receptor: qHTS; HEK293 T-REx D1 cells, calcium flux, agonist mode; activation, % at 2 µM; 360,000 compounds, 1% hits; AID 504660, 2011; in the data active means activation above about 30%; further: 0% is about no effect
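Tetracycline-induced HEK293 TREx D1 cells, force-coupled to calcium signalling, were dye-loaded with a no-wash calcium kit. Compound was pin-added after a 10 s baseline. Fluorescence was read kinetically at 1 cycle/s for 180 s, with calcium rises flagged as agonism.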
Vif-APOBEC3F blk – qHTS for Inhibitors of Vif-A3F Interactions: qHTS | Potency, µM (series often up to 46.1 µM), for the others: at the top dose activity, negative = active | AID 602313, 2012 | 390,000 compounds, 0.2% hits | HeLa A3F-eYFP + Vif (tagged APOBEC3F with the HIV-1 protein that degrades it), YFP fluorescence increase; further: potency means the concentration at half of the fitted maximal effect; % of control where 0% means no effect; nearly all actives have a fitted effect of over 65% in size
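Fluorescence increase (Ex 488/Em 500-530) after overnight compound treatment at 37 deg C flags inhibition of Vif-driven A3F-eYFP loss in stable HeLa A3F-eYFP/Vif cells seeded overnight beforehand.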
D1 antagonist – Antagonist of Human D 1 Dopamine Receptor: qHTS. 360,000 compounds, 3.2% hits. activity change, negative = inhibition, % at 10 µM. HEK293 TREx D1 cells, calcium flux, dopamine EC80; active compounds read low; in the data active means activity change below about -30%; further: on the % scale 0 is the no-effect control and ±100 the full control effect
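After overnight tetracycline induction at 30 C, force-coupled D1 HEK293 cells took up a no-wash calcium dye at room temperature. Compounds were added and monitored 180 s, and the response to EC80 dopamine was then recorded.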
LDHA block – qHTS assay for inhibitors of human lactate dehydrogenase. activity change, % (values are at about 110 or 230 µM). purified LDHA, NADH/diaphorase-resazurin fluorescence; active compounds read low. 480,000 compounds, 0.15% hits; in the data active means activity change below about -30%; inconclusive means mostly about -25% to -30%;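 further: plate controls were DMSO wells for no effect and wells without enzyme for full effect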
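Human LDH5 (2 nM) was incubated with 0.06 mM NADH and 0.2 mM pyruvate for 5 min at room temperature in Tris pH 7.4. Remaining NADH was coupled through diaphorase/resazurin, and resorufin fluorescence was read at 0 and 20 min.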
D1 potentiator – Potentiators of Human D1 Dopamine Receptor: qHTS. D(1A) dopamine receptor (Homo sapiens), P21728. HEK293 TREx D1 cells, calcium flux, dopamine EC20 potentiation. potentiation, % at 10 µM. 360,000 compounds, 0.036% hits. AID 504651, 2011; in the data active means potentiation above about 30%; further: 0% is about no effect
Vif-A3G inh – qHTS for Inhibitors of Vif-A3G Interactions: qHTS; DNA dC->dU-editing enzyme APOBEC-3G (Homo sapiens), Q9HC16; HeLa A3G-eYFP + Vif (tagged APOBEC3G with the HIV-1 protein that degrades it), YFP fluorescence, overnight; Potency, µM (doses to about 46.1 µM), for inactives: top-dose activity, negative = active, most hits filed as inhibitors; 410,000 compounds, 0.076% hits; AID 602310, 2012;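 further: potency means the concentration at half of the fitted maximal effect; on the % scale 0 is the no-effect control and ±100 the full control effect; nearly all actives have a fitted effect of over 60% in size; hits raise eYFP signal because A3G escapes Vif-driven loss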
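Read-out is eYFP fluorescence (Ex 488/Em 500-530) from Vif-expressing HeLa A3G-eYFP cells; more signal means A3G escaped Vif-mediated degradation. Cells plated overnight, compound pinned in, incubated overnight at 37 deg C.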
RXFP1 agonist – qHTS Assay for Agonists of the Relaxin Receptor RXFP1. Relaxin receptor 1 (Homo sapiens), Q9HBX9. HEK293T-RXFP1 cAMP TR-FRET, 30 min; response scale: percent of porcine relaxin response, buffer zero. Potency, µM (series often up to 57.5 µM), without a hit: top-dose activation, actives largely listed as activators. 370,000 compounds, 0.3% hits. AID 2676, 2010; further: potency means the concentration at half of the fitted maximal effect; on the % scale 0 is the no-effect control and ±100 the full control effect; nearly all actives have a fitted effect of over 60% in size; many of its hits are not listed in these tables
Target sequence (Q9HBX9 whole entry, looked up): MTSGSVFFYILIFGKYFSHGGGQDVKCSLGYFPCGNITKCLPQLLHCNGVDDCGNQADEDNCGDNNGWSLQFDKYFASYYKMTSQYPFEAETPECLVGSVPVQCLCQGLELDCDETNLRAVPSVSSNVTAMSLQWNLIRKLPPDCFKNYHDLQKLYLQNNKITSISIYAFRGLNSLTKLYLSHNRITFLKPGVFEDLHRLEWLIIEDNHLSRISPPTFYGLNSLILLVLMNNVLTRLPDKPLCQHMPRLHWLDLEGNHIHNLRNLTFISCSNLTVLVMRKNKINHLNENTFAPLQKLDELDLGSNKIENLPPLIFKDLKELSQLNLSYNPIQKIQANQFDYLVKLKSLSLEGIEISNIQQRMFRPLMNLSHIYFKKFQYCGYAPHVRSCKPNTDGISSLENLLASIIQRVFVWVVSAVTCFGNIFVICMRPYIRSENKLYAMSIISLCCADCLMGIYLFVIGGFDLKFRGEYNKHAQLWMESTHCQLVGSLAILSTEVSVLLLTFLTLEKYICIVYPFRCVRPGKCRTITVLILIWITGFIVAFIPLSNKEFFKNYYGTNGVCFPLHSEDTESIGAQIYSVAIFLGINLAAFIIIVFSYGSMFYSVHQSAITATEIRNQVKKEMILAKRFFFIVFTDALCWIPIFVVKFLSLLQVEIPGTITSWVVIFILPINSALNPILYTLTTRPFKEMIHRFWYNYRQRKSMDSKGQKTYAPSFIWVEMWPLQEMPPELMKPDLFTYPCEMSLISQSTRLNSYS
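cAMP rise read by TR-FRET after 30 min, 37C compound exposure (up to 58 uM) in RXFP1-transfected HEK293 cells with Ro 20174 present. EC50 from Hill-equation fits, with 29 nM porcine relaxin as 100% and buffer as basal.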
D2 potentiator – HTS Assay for Positive Allosteric Modulators of the Human D2 Dopamine Receptor: Primary Screen for Potentiators. AID 485347, 2010. 340,000 compounds, 0.34% hits. D(2) dopamine receptor (Homo sapiens), P14416. HEK293 T-REx D2, calcium flux, EC20 dopamine potentiation. potentiation, % at 10 µM;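 active means potentiation over 3 SD above the plate norm, cut at about 30% in these data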; further: 0% is about no effect
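Tetracycline-induced HEK293 T-REx cells force-coupled to calcium signalling expressed D2; compounds were pin-added after a 10 s baseline, read kinetically 180 s, then an EC20 dopamine challenge followed with a further 180 s calcium read.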
The depositor's hits bear a star; ? = inconclusive; . = no result given. Unless noted, the call rests on the fitted dose curve; in most records, active means well fitted curve in the direction sought with a large enough effect; inconclusive means small, poorly fitted or top-dose-only effect, or another doubt; inactive means no such curve, though single readings can be large; an effect the other way counts as inactive or inconclusive.

SMILES | GRP78 ERSR act | D1 ag | Vif-APOBEC3F blk | D1 antagonist | LDHA block | D1 potentiator | Vif-A3G inh | RXFP1 agonist | D2 potentiator
Fc1cccc(Cl)c1CSc1nnc(COc2cccc3cccnc23)o1 | -3% | 8 | -15% | -5 | 3 | 6 | -1% | 3.8% | 15
O=C(Oc1ccnc2cc(Cl)ccc12)N1CCCCCC1 | -4% | 16 | -6% | -7 | -3 | -3 | -1% | -1.8% | -3
O=S(=O)(Nc1ccc(-c2cn3ccsc3n2)cc1)c1ccc2c(c1)OCCO2 | 4% | 2 | -9% | -11 | -3 | -5 | 0% | 0.3% | -15
CN(C)S(=O)(=O)c1cc([N+](=O)[O-])ccc1N1CCCCCC1 | -3% | 0 | 2% | 11 | -3 | 0 | 0% | 0.0% | -5
CCCCOc1ccc(-c2nnn(C(C)C(=O)OCC)n2)cc1 (stereo not drawn) | -4% | 6 | 2% | 2 | -3 | -5 | -1% | 0.8% | -2
CCc1ccccc1NC(=O)c1cnccn1 | -1% | 0 | -11% | -5 | 2 | 2 | 0% | -0.5% | -1
CCN(CC)S(=O)(=O)c1ccc2c(c1)c(=O)c(C(=O)NCCOC)cn2C | -1% | -3 | 5% | 3 | -3 | 4 | -1% | 4.8% | -14
Cc1cccc(C)c1NC(=O)CN(C)C(=O)c1ccc(COc2ccccc2)cc1 | -10% | 3 | -1% | 20 | -4 | 1 | 0% | -0.4% | 5
CCn1cc(/C=C(\NC(=O)c2ccccc2Cl)C(=O)N2CCOCC2)c2ccccc21 | -6% | 3 | -2% | 6 | 3 | -4 | 3% | -2.0% | 10
Cc1oc2cc3oc(=O)c(CC(=O)N[C@@H](C)C(=O)NC(Cc4ccc(Cl)cc4)C(=O)O)c(C)c3cc2c1C (stereo partly drawn) | -3% | 1 | -4% | 12 | 2 | 6 | 0% | 0.7% | -2
C=CCN1CCN(C(CC(C)C)c2nnnn2CCOC)CC1 (stereo not drawn) | 0% | 2 | -7% | -7 | -2 | 3 | 1% | -0.3% | 20
O=S(=O)(Nc1cccnc1Cl)c1ccc(-c2ccccc2)cc1 | -5% | 6 | 13% | -14 | -1 | 1 | 0% | -0.4% | -4
COC(=O)c1cccn(CC(=O)c2ccc(Cl)cc2)c1=O | -1% | 1 | 6% | 3 | -7 | -4 | 4% | 6.3% | -4
COc1ccc(NC(=S)N2CCNC(=O)C2CC(=O)Nc2cccc(Cl)c2C)cc1 (stereo not drawn) | 0% | 3 | 2% | -8 | -7 | 0 | 1% | 3.2% | 7
COC(=O)C1(C)CC1(c1ccccc1)c1ccccc1 (stereo not drawn) | -6% | 19 | 0% | -29 | 0 | -18 | 0% | -4.2% | .
CN(C)N=Nc1ccc(S(=O)(=O)NC(Cc2ccccc2)C(=O)O)cc1 (stereo not drawn) | -4% | 3 | -2% | -19 | -7 | 4 | -1% | 1.3% | -2
CC12CN3CC(C)(CN(C1)C3c1ccc3c(c1)OCO3)C2 (stereo not drawn) | -4% | 3 | -3% | -2 | 0 | -3 | 3% | -1.6% | -1
Fc1ccc(CNCc2ccccc2C(F)(F)F)cc1 | -4% | 5 | -5% | -1 | -9 | 0 | -2% | 0.4% | -19
CCC(C)[C@H](NC(=O)[C@@H]1CSC2c3ccccc3C(=O)N21)C(=O)NCC1CCCO1 (stereo partly drawn) | -4% | 1 | 4% | 7 | 0 | 2 | 5% | 1.0% | 3
CC(C)(C)CC(=O)Nc1ccc(C(N)=O)cc1 | 1% | -1 | -7% | 5 | 0 | -6 | 1% | 1.0% | 1
Cc1ncoc1C(=O)Nc1cccc(Cl)c1C | 0% | -3 | -1% | -11 | 2 | -2 | 3% | 0.8% | 3
Nc1nnc(SCC(=O)Nc2ccc(Cl)cc2)s1 | -2% | 1 | -4% | -5 | -9 | 2 | -2% | 4.0% | -10
Clc1ccc(OCc2nnc(-c3ccccc3Br)o2)cc1 | 6% | 9 | -10% | 1 | -13 | 0 | 0% | 0.4% | -1
Cc1ccc(S(=O)(=O)N2CCN(C(=O)CSC(=S)N3CCCC3)CC2)c(C)c1 | -4% | 5 | ? | -11 | 1 | -2 | 1% | 2.5% | -10
C/C(=N\NC(=O)c1nn(C)c(C)c1Br)c1cccc(NC(=O)c2ccoc2C)c1 | 0% | 0 | -3% | 0 | -8 | -8 | 2% | 1.6% | -13
O=C(/C=C(\O)c1ccccc1)C(=O)NNC(=O)c1ccccc1[N+](=O)[O-] | 20% | 2 | -1% | -16 | 1 | -6 | 1% | 0.0% | -9
O=c1[nH]ncc(N2CCCCCC2)c1Cl | 0% | 0 | 10% | -14 | -6 | 2 | 1% | 1.4% | 12
COC(=O)c1c(C)[nH]c(C(C)=O)c1C | -2% | 1 | -3% | -1 | 2 | 1 | -4% | -0.2% | -5
COC(=O)c1sc(C(F)(F)F)c(-c2ccccc2)c1S(=O)(=O)NC(C)(C)C | 0% | 8 | 9% | 15 | 1 | 6 | 1% | -2.1% | -1
COc1ccc(C2c3ccc4ccccc4c3Oc3ncn(CCO)c(=N)c32)cc1 (stereo not drawn) | -6% | 5 | -2% | -7 | -2 | -4 | ? | -0.9% | 8
COc1ccc(-n2c(=O)[nH]c3cc(C(=O)NCCc4ccc(OC)c(OC)c4)ccc3c2=O)c(OC)c1 | -3% | 1 | -2% | 2 | -3 | 3 | -4% | -0.1% | 3
O=C(CSc1nnc(-c2cccnc2)n1Cc1ccco1)c1ccc(Cl)cc1 | -3% | 1 | -19% | -6 | -10 | -2 | 2% | 1.5% | 3
COc1ccccc1NC(=O)CN(c1ccccc1F)S(C)(=O)=O | -3% | 1 | -11% | -12 | -1 | -2 | 3% | 1.9% | -3
CNC(=S)Nc1ccc([N+](=O)[O-])c(C)c1 | 9% | 26 | 3% | -26 | -2 | -1 | 2% | -2.5% | 0
O=c1nc(Nc2ccc(OCc3ccccc3)cc2)sc2ncccc12 | -3% | 1 | 2% | 1 | -3 | -9 | -2% | 1.0% | 6
COCCNC(=O)C(c1ccc(F)cc1)N(C(=O)CCC(=O)Nc1nccs1)c1ccc(C)cc1 (stereo not drawn) | -1% | 2 | -12% | -3 | -3 | -6 | -15% | 0.5% | 4
O=C1[C@H]2[C@@H](c3ccc(F)cc3)N3C(=O)N(c4ccccc4)C(=O)[C@@]3(Cc3ccc(Cl)cc3)[C@H]2C(=O)N1C1CCCCC1 | -3% | 6 | -2% | -12 | -2 | 0 | -2% | -2.8% | -5
Cc1cc(Nc2cccc(O)c2)c2ccccc2n1 | . | 2 | . | -25 | . | -4 | . | 2.4% | -10
Cc1ccc(NC(=O)Cn2c(=O)n(Cc3ccc(C(=O)NCc4ccc5c(c4)OCO5)cc3)c(=O)c3ccccc32)cc1 | 2% | 4 | 1% | -6 | 1 | 1 | 2% | 0.6% | -5
CCCCn1c2c(c(=O)n(C)c1=O)C(c1ccc(OC)cc1)N1CCCCCC1=N2 (stereo not drawn) | -6% | 4 | -11% | 5 | -3 | -3 | 0% | 4.8% | 12
Cc1nc(C(F)(F)F)c(C(=O)N/N=C(\N)c2ccccn2)s1 | -2% | 1 | -62% | -20 | 11 | -4 | 2% | 1.0% | -1

Laid out differently: results already given
canonical_smiles,GRP78 ERSR act,D1 ag,Vif-APOBEC3F blk,D1 antagonist,LDHA block,D1 potentiator,Vif-A3G inh,RXFP1 agonist,D2 potentiator
COc1ccc(C2c3ccc4ccccc4c3Oc3ncn(CCO)c(=N)c32)cc1 (stereo not drawn),-6%,5,-2%,-7,-2,-4,?,-0.9%,8
COc1ccc(-n2c(=O)[nH]c3cc(C(=O)NCCc4ccc(OC)c(OC)c4)ccc3c2=O)c(OC)c1,-3%,1,-2%,2,-3,3,-4%,-0.1%,3
O=C(CSc1nnc(-c2cccnc2)n1Cc1ccco1)c1ccc(Cl)cc1,-3%,1,-19%,-6,-10,-2,2%,1.5%,3
COc1ccccc1NC(=O)CN(c1ccccc1F)S(C)(=O)=O,-3%,1,-11%,-12,-1,-2,3%,1.9%,-3
CNC(=S)Nc1ccc([N+](=O)[O-])c(C)c1,9%,26,3%,-26,-2,-1,2%,-2.5%,0
O=c1nc(Nc2ccc(OCc3ccccc3)cc2)sc2ncccc12,-3%,1,2%,1,-3,-9,-2%,1.0%,6
COCCNC(=O)C(c1ccc(F)cc1)N(C(=O)CCC(=O)Nc1nccs1)c1ccc(C)cc1 (stereo not drawn),-1%,2,-12%,-3,-3,-6,-15%,0.5%,4
O=C1[C@H]2[C@@H](c3ccc(F)cc3)N3C(=O)N(c4ccccc4)C(=O)[C@@]3(Cc3ccc(Cl)cc3)[C@H]2C(=O)N1C1CCCCC1,-3%,6,-2%,-12,-2,0,-2%,-2.8%,-5
Cc1cc(Nc2cccc(O)c2)c2ccccc2n1,.,2,.,-25,.,-4,.,2.4%,-10
Cc1ccc(NC(=O)Cn2c(=O)n(Cc3ccc(C(=O)NCc4ccc5c(c4)OCO5)cc3)c(=O)c3ccccc32)cc1,2%,4,1%,-6,1,1,2%,0.6%,-5

The list is partial. The share of hits here may be higher or lower than overall.
